Bioassay records from PubChem BioAssay.
pPAFAH FP inh = pPAFAH enzyme inhibitors, primary screen, biochemical, fluorescence polarization, human | Platelet-activating factor acetylhydrolase (Homo sapiens), Q13093 | recombinant pPAFAH, FP-rhodamine probe fluorescence polarization | inhibition, % at 3.39 µM | 330,000 compounds, 1.5% hits | AID 463082, 2010;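 active = inhibition above the mean inhibition across the screen plus 3 SD, cut at about 25% in these data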;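 note: inhibitors block binding of the rhodamine activity-based probe so polarization drops; 0% = enzyme with DMSO and 100% = wells lacking pPAFAH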
MCL1 BIM primary = inhibitors of MCL1 binding to BIM-BH3, primary screen, biochemical, fluorescence polarization | 320,000 compounds, 0.68% hits | AID 2057, 2009 | inhibition, % at 10.9 µM | Induced myeloid leukemia cell differentiation protein Mcl-1 (Homo sapiens), Q07820 | GST-MCL1 / FITC-Bim-BH3 fluorescence polarization;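 active = inhibition above the mean inhibition of all tested compounds plus 3 SD, set per campaign, cut at about 40% in these data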;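 note: 0% = DMSO wells and 100% = unlabeled Bim-BH3 peptide control; higher means more loss of mP so more displacement of Bim peptide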
Target sequence (Q07820 whole entry, looked up): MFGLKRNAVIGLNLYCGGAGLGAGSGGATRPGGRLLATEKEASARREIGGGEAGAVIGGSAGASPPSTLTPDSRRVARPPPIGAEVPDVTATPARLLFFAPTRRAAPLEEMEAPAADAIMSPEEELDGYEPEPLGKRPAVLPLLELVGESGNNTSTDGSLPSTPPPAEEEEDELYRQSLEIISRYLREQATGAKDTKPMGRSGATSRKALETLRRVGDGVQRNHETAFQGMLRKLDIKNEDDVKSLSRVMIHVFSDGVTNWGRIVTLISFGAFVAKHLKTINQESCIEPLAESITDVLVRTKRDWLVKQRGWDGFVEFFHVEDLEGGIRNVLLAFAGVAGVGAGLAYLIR
Fam108B inh = mouse Fam108B serine hydrolase inhibitors, primary screen, counter-screen for RBBP9 inhibitor project, biochemical, fluorescence polarization; recombinant Fam108B, FP-Rh probe fluorescence polarization; inhibition, % at 9.51 µM; 300,000 compounds, 0.33% hits; AID 1947, 2009;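 active = inhibition above the screen mean inhibition plus 3 SD, computed separately per campaign, cut at about 18% in these data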;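 note: inhibitors lower polarization as less probe binds the enzyme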
AHR act = AHR activators, primary screen, cell-based, luminescence, luciferase reporter, human; Aryl hydrocarbon receptor (Homo sapiens), P35869; AHR-responsive luciferase reporter cells; activation, % at 5 µM; 320,000 compounds, 2.5% hits; AID 2796, 2010; in the data active = activation above about 47%;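 note: 0% = vehicle wells and 100% = reference agonist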
PAFAH1B2 inh = PAFAH1B2 enzyme inhibitors, primary screen, biochemical, fluorescence polarization, human; Platelet-activating factor acetylhydrolase IB subunit alpha2 (Homo sapiens), P68402; recombinant PAFAH1B2, FP-rhodamine activity probe; inhibition, % at 3.39 µM; 340,000 compounds, 1.2% hits;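 active = inhibition above the mean of all tested compounds plus 3 SD, cut at about 24% in these data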;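 note: 0% = enzyme with DMSO and 100% = wells lacking PAFAH1B2; many of its hits are not listed in these tables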
Target sequence (P68402 whole entry, looked up): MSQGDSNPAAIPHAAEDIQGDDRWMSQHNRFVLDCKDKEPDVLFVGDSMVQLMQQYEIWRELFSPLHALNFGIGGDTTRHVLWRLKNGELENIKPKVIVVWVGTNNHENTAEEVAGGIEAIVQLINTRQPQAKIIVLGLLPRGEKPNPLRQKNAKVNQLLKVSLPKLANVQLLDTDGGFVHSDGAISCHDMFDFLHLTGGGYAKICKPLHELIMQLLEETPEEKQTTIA
BCLXL inh = inhibitors of human Bcl-xL, primary screen, biochemical, fluorescence polarization, HTS; Bcl-2-like protein 1 (Homo sapiens), Q07817; GST-Bcl-xL / FITC-Bim BH3 peptide fluorescence polarization; inhibition, % at 10.9 µM; 320,000 compounds, 0.7% hits; AID 2129, 2009;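 active = inhibition above the mean of all tested compounds plus 3 SD, cutoff set per campaign, cut at about 30% in these data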;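 note: 0% = DMSO wells and 100% = unlabeled Bim-BH3 peptide competitor; inhibitors lower millipolarization by displacing the labeled peptide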
GLD-1 RNA inh = GLD-1/TGE RNA complex disruptors, primary screen, biochemical, fluorescence polarization. Female germline-specific tumor suppressor gld-1 (Caenorhabditis elegans), Q17339. purified GLD-1 + fluorescein TGE RNA. AID 2280, 2010. inhibition, % at 5.96 µM. 320,000 compounds, 0.44% hits;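 active = percent inhibition above a per-plate cutoff, the plate mean of test compounds plus 3 SD, cut at about 30% in these data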;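 note: 0% = DMSO wells with GLD-1 and probe and 100% = wells lacking GLD-1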
PME-1 inh = PME-1 inhibitors via competitive probe labeling, primary screen, biochemical, fluorescence polarization, FP-Rh probe, HTS | recombinant PME-1 | AID 2130, 2009 | 320,000 compounds, 0.53% hits | inhibition, % at 5.9 µM | Protein phosphatase methylesterase 1 (Homo sapiens), Q9Y570;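 active = inhibition above the campaign mean of all compounds plus 3 SD, cut at about 26% in these data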;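 note: competitive labeling of PME-1 active site by serine hydrolase directed probe; 0% = PME-1 with DMSO and 100% = wells lacking PME-1 enzyme; inhibitors block probe labeling so polarization falls and inhibition rises; many of its hits are not listed in these tables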
MEX-5 binding = MEX-5 zinc finger RNA-binding disruptors – biochemical, C. elegans, fluorescence polarization, MLPCN library, primary screen. Zinc finger protein mex-5 (Caenorhabditis elegans), Q9XUB2. MEX-5/FITC-TCR2 RNA binding; stronger effect = lower value. activity score (negative = inhibition of binding), % at 10 µM. 300,000 compounds, 0.38% hits. AID 1832, 2009;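 active = inhibition past about -25% in most replicates, and total fluorescence under double the plate's negative control median, limit read from the data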;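 note: 0% = DMSO and -100% = 5 µM competing unlabeled TCR2 RNA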
Target sequence (Q9XUB2 whole entry, looked up): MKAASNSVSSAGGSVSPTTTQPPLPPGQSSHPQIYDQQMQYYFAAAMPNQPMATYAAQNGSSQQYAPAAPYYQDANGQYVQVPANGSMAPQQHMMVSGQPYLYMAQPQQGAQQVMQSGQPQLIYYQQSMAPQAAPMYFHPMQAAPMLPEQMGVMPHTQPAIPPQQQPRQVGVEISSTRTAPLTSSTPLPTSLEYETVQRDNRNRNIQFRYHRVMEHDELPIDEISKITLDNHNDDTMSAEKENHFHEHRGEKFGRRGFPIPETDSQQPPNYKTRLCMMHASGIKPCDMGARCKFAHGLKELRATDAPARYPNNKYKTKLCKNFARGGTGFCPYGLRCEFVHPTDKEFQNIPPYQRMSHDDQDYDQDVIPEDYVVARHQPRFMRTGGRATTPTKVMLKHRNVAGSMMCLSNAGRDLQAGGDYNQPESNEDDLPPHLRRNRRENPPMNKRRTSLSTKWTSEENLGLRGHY
* hit, by the source's call; nt = not tested or not shown. These rows are one share of the data; count on the stated rates, not on these rows.

SMILES	pPAFAH FP inh	MCL1 BIM primary	Fam108B inh	AHR act	PAFAH1B2 inh	BCLXL inh	GLD-1 RNA inh	PME-1 inh	MEX-5 binding
CC(=O)N/C(=C\c1ccccc1)C(=O)OCC(=O)Nc1cc(S(=O)(=O)N(C)C)ccc1C	4	-5	-1	4	1	-6	-7	4	6.9
Cc1ccc(NC(=O)CCNC(=O)c2ccc([N+](=O)[O-])cc2)cc1S(=O)(=O)N(C)C	12	-6	-3	-1	-2	-2	-5	-3	0.8
CC1C(=O)N2CCCc3cc(S(=O)(=O)NCc4ccc(F)cc4)cc1c32 (stereo not given)	10	-7	-2	0	4	-3	4	3	2.0
COc1ccc(/C=C2/SC(=S)N(NS(=O)(=O)c3ccccc3)C2=O)cc1	8	15	-3	-1	3	12	-1	-6	-4.3
N#C/C(=C\c1cccs1)C(=O)N1CCOCC1	2	-1	4	-2	1	1	3	-1	-0.7
Cc1ccccc1OCCCC(=O)NC1CCCCC1	-4	12	-1	0	4	1	3	1	-1.7
O=C1C2C3C=CC(C3)C2C(=O)N1CCCCCCN1C(=O)C2C3C=CC(C3)C2C1=O (stereo not given)	7	1	3	-2	-2	3	5	0	nt
COc1ccc(CCNC(=O)C2CCN(S(=O)(=O)N3CCC(C)CC3)CC2)cc1OC	1	-4	-1	1	-2	-7	-4	-7	-1.8
CCCCn1c(N)c(N(CC)C(=O)c2cc(C)cc(C)c2)c(=O)[nH]c1=O	-10	-4	-4	0	1	0	-4	-16	5.1
O=S(=O)(NCc1ccccc1Cl)c1ccc(-n2cnnn2)cc1	5	-1	-2	-1	4	-1	6	4	1.5
CC(C)CNCC(=O)N1c2ccccc2Sc2ccccc21	3	2	3	2	0	2	-4	0	0.3
O=C(CN(CC1CCCO1)C(=O)CNS(=O)(=O)c1ccc(Cl)cc1)NCC1CCCO1 (stereo not given)	0	6	2	4	4	7	2	5	7.4
CC1=CC(=C(C#N)C#N)C=C(C)N1CCN1CCN(C(=O)Nc2ccc(Cl)c(Cl)c2)CC1	-1	-2	-59	-1	-16	1	-1	-96	0.9
Cc1cc(C(=O)CSc2nc(N)cc(=O)[nH]2)c(C)n1-c1cccc(F)c1	56*	-3	-4	1	6	4	-4	-4	1.2
C#CCOCCOCCOCCNc1nc(N2CCN(C(=O)[C@H](CCCCN)n3cc(CN)nn3)CC2)nc(N2CCN(C(=O)[C@H](CO)n3cc([C@@H](N)C(C)C)nn3)CC2)n1	1	nt	nt	-2	2	nt	-2	nt	nt
Cc1cc(NCCN2CCOCC2)n2nc(C)c(-c3ccccc3)c2n1	3	11	-2	5	-4	7	0	7	-6.0
COc1cc(C2NC(=O)NC(C)=C2C(=O)Nc2cccc(C)c2C)cc(OC)c1OC (stereo not given)	3	-1	-1	0	-2	4	-7	-2	-0.4
O=C(Nc1ccc(Cl)cc1)C1CCCN1C(=O)NCc1ccccc1 (stereo not given)	2	-3	0	-2	7	4	9	-3	0.3
O=C(O)c1cccc(Cn2c(Cl)c(/C=N/Nc3ccccc3)sc2=O)c1	27*	-10	8	2	-1	0	-9	8	-2.3
COc1ccc(C2=NCC(CSc3nccc(=O)[nH]3)S2)cc1 (stereo not given)	-2	5	-3	2	4	7	4	0	-0.9
Cn1c(SCc2nc(-c3ccc(Cl)cc3)no2)nnc1-c1ccccc1	4	0	-2	5	9	-2	1	5	-0.1
COc1ccccc1/C=C/C(=O)NCC(=O)N/N=C/c1ccc(C(=O)O)cc1	0	4	4	6	2	0	-2	2	1.7
CC1CCCN(CC(=O)Nc2ccc(S(=O)(=O)NC3CCCCC3)cc2)C1 (stereo not given)	28*	2	-4	2	6	-3	6	-2	0.7
COc1ccccc1N(C)S(=O)(=O)c1ccc(Cl)c(C(=O)N2CCC(C(N)=O)CC2)c1	-5	7	-1	1	-3	2	-12	-10	1.7
c1ccc(CCNc2ncnc3sccc23)nc1	-2	1	1	-2	-1	2	8	1	3.2
O=C(Nc1c(Cl)cc(Cl)cc1C(=O)NCCN1CCOCC1)c1ccc(Cl)cc1Cl	0	-2	0	35	1	2	7	3	-3.3
Cn1c(/C(C#N)=C(\O)COc2ccc3ccccc3c2)nc2ccccc21	1	5	-3	10	-4	2	-6	-1	3.6
O=C(c1ccco1)N1CCN(S(=O)(=O)c2ccc(S(=O)(=O)NC3CCCC3)cc2)CC1	5	1	4	-5	4	2	13	1	1.8
O=C(Cn1nnc(-c2ccccc2NC(=O)c2ccccc2)n1)Nc1ccc2c(c1)OCCO2	0	11	-12	-2	1	3	2	-9	-0.9
Cc1ccc(S(=O)(=O)/N=C2/NC(=O)/C(=C/c3ccncc3)S2)cc1	1	4	0	-2	nt	6	11	-3	-1.5

Entries listed above shown as hits in pPAFAH FP inh:
SMILES	pPAFAH FP inh	MCL1 BIM primary	AHR act	PAFAH1B2 inh	BCLXL inh	GLD-1 RNA inh	PME-1 inh	MEX-5 binding
Cc1cc(C(=O)CSc2nc(N)cc(=O)[nH]2)c(C)n1-c1cccc(F)c1	56*	-3	1	6	4	-4	-4	1.2
O=C(O)c1cccc(Cn2c(Cl)c(/C=N/Nc3ccccc3)sc2=O)c1	27*	-10	2	-1	0	-9	8	-2.3
CC1CCCN(CC(=O)Nc2ccc(S(=O)(=O)NC3CCCCC3)cc2)C1 (stereo not given)	28*	2	2	6	-3	6	-2	0.7

(cont.)
SMILES	pPAFAH FP inh	MCL1 BIM primary	Fam108B inh	AHR act	PAFAH1B2 inh	BCLXL inh	GLD-1 RNA inh	PME-1 inh	MEX-5 binding
CC(C(=O)Nc1ccc2c(c1)OCCO2)n1nnc(-c2ccccc2)n1 (stereo not given)	0	10	-3	1	0	7	6	0	-1.4
O=C(c1ccc2c(c1)OCO2)C1CCCN(Cc2ccc(OC(F)F)cc2)C1 (stereo not given)	9	2	5	2	0	-1	-7	3	-0.9
CSc1ccc(/C=N/NC(=O)c2sccc2C)cc1	-9	-3	-2	1	0	-3	10	-9	0.8
CCCn1c(-c2ccc[nH]c2=O)nc2ccccc21	-5	-2	1	8	4	1	2	-9	2.3
CCOc1ccc(OCC)c(S(=O)(=O)N2CCOCC2)c1	3	-3	5	1	3	-3	-4	-2	1.9
Cc1ccc(NC(=O)c2cc3cc(OC(F)(F)F)ccc3[nH]2)cc1	0	3	-8	26	nt	1	2	-15	-2.6
N#CC1=C2Sc3ccccc3N2CCCC1=O	-1	-2	-1	-2	-3	5	1	-4	2.9
COc1cc(C(=O)N2CCCCC2)ccc1OCC(=O)Nc1ccc(F)cc1	-2	0	nt	1	-3	3	5	-2	nt
O=C(Cc1nc2ccccc2[nH]c1=O)c1ccc(Cl)cc1	2	37	-13	58*	3	34*	-21	-11	-5.2
NC(CSCc1ccccc1Cl)C(=O)O (stereo not given)	3	3	-6	4	4	7	3	-11	1.1

Part of the list above in order of molecular weight, lowest first.
SMILES	pPAFAH FP inh	MCL1 BIM primary	Fam108B inh	AHR act	PAFAH1B2 inh	BCLXL inh	GLD-1 RNA inh	PME-1 inh	MEX-5 binding
N#CC1=C2Sc3ccccc3N2CCCC1=O	-1	-2	-1	-2	-3	5	1	-4	2.9
NC(CSCc1ccccc1Cl)C(=O)O (stereo not given)	3	3	-6	4	4	7	3	-11	1.1
CCCn1c(-c2ccc[nH]c2=O)nc2ccccc21	-5	-2	1	8	4	1	2	-9	2.3
CC(C(=O)Nc1ccc2c(c1)OCCO2)n1nnc(-c2ccccc2)n1 (stereo not given)	0	10	-3	1	0	7	6	0	-1.4

Next part:
SMILES	pPAFAH FP inh	MCL1 BIM primary	Fam108B inh	AHR act	PAFAH1B2 inh	BCLXL inh	GLD-1 RNA inh	PME-1 inh	MEX-5 binding
COc1ccccc1NC(=O)c1nnn(Cc2ccccc2)c1NC(C)=O	10	14	1	2	6	5	3	-6	0.3
Cc1ccc(SCCC(=O)N2CCOCC2)cc1	1	-9	-4	0	15	-1	1	1	0.8
CC(C(=O)NCC(=O)Nc1ccc(F)c(F)c1F)N1CCN(c2ccc(O)cc2)CC1 (stereo not given)	20	4	nt	0	0	8	5	0	nt
Cc1noc(/C=C/c2ccco2)c1S(=O)(=O)N1CCC(C(=O)N2CCc3ccccc32)CC1	4	-1	-7	11	-1	-2	-8	-5	2.3
Cc1ccccc1NC(=O)CSc1nc2cc3c(cc2cc1C)CCC3	-1	2	0	0	-2	0	6	3	-1.4
N#Cc1cc(C#N)c(N2CCN(c3cccc(Cl)n3)CC2)nc1N	0	-2	-5	-10	5	7	11	10	-7.5
COc1ccc(C2=NN(CN3C(=O)C(=O)c4ccccc43)C(c3ccc(OC)cc3)C2)cc1 (stereo not given)	-8	-17	-1	10	4	-5	-12	0	0.9
Cc1cccc(NC(=O)COc2coc(CN3CCN(c4ccccc4)CC3)cc2=O)c1	8	-4	-3	2	1	6	0	2	1.5
N/C(=N\N=C\c1ccnc2ccccc12)SC1CC(=O)N(c2ccc(Br)cc2)C1=O (stereo not given)	-3	10	-67	3	-18	2	4	-27	0.9
CCOc1ccc2ccccc2c1/C=N/NC(=O)c1ccncc1	0	-1	-5	6	0	0	-4	-5	-4.0
COc1ccccc1N1CCN(C2CCN(C(=O)COc3cccc(C)c3)CC2)CC1	4	7	8	-2	-1	2	5	3	0.6
COCCn1c(N2CCCC2)nc2c1c(=O)[nH]c(=O)n2C	2	3	2	1	2	1	0	7	2.3
CCn1c(CNC(=O)COc2ccc(C(C)C)cc2)nnc1SCC(=O)Nc1ccc(F)cc1	7	-3	-4	0	5	-8	1	-7	0.6
COc1cccc(CC(=O)Nc2cc(S(=O)(=O)N3CCOCC3)ccc2N2CCN(C)CC2)c1	3	-1	nt	0	-4	-2	1	1	nt
CCOC(=O)C1=NNC(C(=O)c2ccccc2)C1c1ccc(OC)cc1 (stereo not given)	2	9	-3	4	-2	9	7	-2	0.6
CCOCCOC(=O)COc1ccc2c(=O)c(Oc3ccc(OC)cc3)coc2c1	6	-2	2	0	3	5	-2	8	-3.6
Cc1ccc(NC(=O)NC(=O)c2cnccc2C(F)(F)F)c(C)c1	4	4	-1	-3	-2	3	1	3	0.3
COCCN(CCOC)S(=O)(=O)c1ccc(C(=O)Nc2nc3c(s2)CCc2ccccc2-3)cc1	-6	-4	-1	12	1	-3	3	-7	2.8
CN(CC12CC3CC(CC(C3)C1)C2)C(=O)c1ccco1	1	-5	2	-2	17	-3	4	9	1.0
